esBAF inh = SWI/SNF esBAF complex inhibition | AID 602393 | mouse ES cells, Bmi1-luciferase knock-in reporter, 24 h; 100% = twice the neutral-well signal | reporter increase, % at 12.5 µM | actives 2% (n = 350,000); in the data active = activation above about 40%; inconclusive = no clear call, values can overlap the other calls;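 also: 0% = median of the plate's neutral control wells and 100% = double that signal; a rise in the Bmi1 reporter signal indicates esBAF inhibition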
Xi reactivation = reactivates the inactive X chromosome in mouse fibroblasts | actives 0.055% (n = 360,000) | activation, % at 7.58 µM | XiGFP mouse fibroblasts, % GFP-positive cells imaging, 3 d; cells co-treated with 5-aza-dC sensitizer; scaled so ellipticine positive control = 100% | AID 743238;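 active = mean normalized replicate activation at least 10% and every replicate at or above 10%; inconclusive = only one of the two criteria met; inactive = mean below 10% and not all replicates reach 10%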;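 also: 0% = median of on-plate neutral control wells and 100% = ellipticine 6 µM median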
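Material: XiGFP fibroblasts, SV40-immortalized; Buffer or medium: DMEM containing 5-aza-dC; Compound dosing: single point; Times: 3 days compound exposure.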
EWS-Fli block = inhibitors of EWS/Fli oncoprotein transcriptional activity | A673 NR0B1-luciferase reporter, viability-normalised | inhibition, % at 12.6 µM | actives 0.67% (n = 350,000) | AID 651661;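 active = mean inhibition of at least 50% after viability correction, with every replicate also passing that limit; inconclusive = mean reaches 50% but only one of two replicates passes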;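 also: firefly luciferase signal divided by Alamar Blue viability fluorescence both relative to DMSO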
E-selectin induc = induces E-selectin expression in human endothelial cells. AID 686992. HUVEC E-selectin immunofluorescence imaging; normalized: neutral wells 0, TNF-alpha wells 100. activation, % at 7.58 µM. actives 0.37% (n = 260,000). P16581;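 active = mean E-selectin-positive cell signal at least 10% of the positive control, reached in at least 60% of replicates, without over 20% cell loss; inconclusive = no rule given, readout overlaps actives, possibly toxicity-flagged; inactive = the rest, including those meeting only one limit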;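 also: in these data hits start at about 27%; measured in HUVEC primary endothelial cells; signal is the percent of cells scored E-selectin positive by PE staining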
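Read-out basis: % PE-positive cells; Test system: HUVEC primary endothelial cells; Technique: immunofluorescence imaging; Dosing: single-point compound dose.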
FN deposition inh = fibronectin deposition inhibition | actives 0.086% (n = 350,000) | AH1F fibroblasts, Alexa488-fibronectin deposition fluorescence, overnight | inhibition, % at 12.6 µM;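 active = mean inhibition across replicates of 30% or more, regardless of how many single replicates reach that level; inconclusive = mean under 30% yet at least half of replicates reach 30%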;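 also: positive control wells lacked labelled fibronectin entirely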
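test system = AH1F fibroblasts assembling fluorescent fibronectin matrix | quantity = 10000 AH1F cells per well | buffer or medium = DMEM plus 2% serum, read in PBS | doses = single dose, pinned | incubation = 1 h cell attachment, overnight exposure to compound and label | detection = fluorescence at 485 nm excitation, 525 nm emission | read-out basis = inhibition from reduced deposited-fibronectin fluorescence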
RAD54 branch = inhibitors of human RAD54 branch migration. Q92698. RAD54 Holliday junction branch migration, FAM/BHQ fluorescence. inhibition, % at 10.4 µM. actives 0.14% (n = 360,000);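 active = mean normalized replicate activity at least 40 and at least half of replicates scoring 40 or more; inconclusive = only one of the two criteria met; inactive = mean below 40 and under half of replicates reaching 40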;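 also: 0% = median of neutral control wells and 100% = median of positive control wells; inhibitors cause a drop in the FAM fluorescence signal; in these data hits start at about 50%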
Target sequence (Q92698 whole entry, looked up): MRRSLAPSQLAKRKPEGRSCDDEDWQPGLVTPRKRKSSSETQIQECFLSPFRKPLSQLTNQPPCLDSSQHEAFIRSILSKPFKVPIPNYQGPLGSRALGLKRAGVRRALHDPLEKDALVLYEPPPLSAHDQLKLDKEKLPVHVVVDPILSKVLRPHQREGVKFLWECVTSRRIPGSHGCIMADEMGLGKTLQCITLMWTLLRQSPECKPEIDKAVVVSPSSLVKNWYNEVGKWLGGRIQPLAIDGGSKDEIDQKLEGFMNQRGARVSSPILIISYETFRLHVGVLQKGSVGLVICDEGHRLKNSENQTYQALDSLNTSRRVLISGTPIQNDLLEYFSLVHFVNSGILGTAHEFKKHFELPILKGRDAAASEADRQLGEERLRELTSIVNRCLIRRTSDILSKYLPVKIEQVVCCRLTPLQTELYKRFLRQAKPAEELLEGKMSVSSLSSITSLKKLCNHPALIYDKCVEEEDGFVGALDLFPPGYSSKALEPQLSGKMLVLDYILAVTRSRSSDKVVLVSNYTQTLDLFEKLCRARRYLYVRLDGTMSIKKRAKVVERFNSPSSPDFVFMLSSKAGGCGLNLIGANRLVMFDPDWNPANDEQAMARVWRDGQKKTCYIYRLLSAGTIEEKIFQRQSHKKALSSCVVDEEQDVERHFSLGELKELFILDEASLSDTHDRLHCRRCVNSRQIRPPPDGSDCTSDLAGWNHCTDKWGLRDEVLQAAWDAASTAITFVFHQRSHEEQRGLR
RAD52 anneal inh = blocks human RAD52 DNA annealing; inhibition, % at 18.7 µM; AID 651710; actives 0.46% (n = 360,000); recombinant RAD52 DNA annealing, FRET fluorescence;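 active = every replicate showing at least 50% inhibition; inconclusive = mean inhibition at least 50% but not in every replicate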
S100A4 MyoIIA = blocks human S100A4 binding to myosin IIA peptide | actives 0.14% (n = 360,000) | inhibition, % at 10.7 µM | P26447 | S100A4/TAMRA-MyoIIA peptide fluorescence polarization;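 active = mean inhibition of at least 70% across replicates, with every replicate also reaching that level; inconclusive = mean inhibition reaches 70% but some replicates fall short; inactive = mean inhibition below 70%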
Target sequence (P26447 whole entry, looked up): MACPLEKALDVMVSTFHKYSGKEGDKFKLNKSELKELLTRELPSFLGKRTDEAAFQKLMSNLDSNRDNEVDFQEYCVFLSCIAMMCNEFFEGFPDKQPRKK
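Assay system: human S100A4 monomer with TAMRA-labelled myosin IIA peptide / Buffer or medium: Calcium-containing HEPES buffer, pH 7.2 / Reagent: TAMRA-labelled myosin IIA heavy-chain peptide probe, 5 nM / Compound: one dose per compound / Timing: polarization read 5 min after assay mix addition, stable 5–60 min / Benchmarks: neutral control DMSO, positive control TFP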
* = called active by the depositor; u = inconclusive; x = not tested or not shown; & = joins results of further samples.

SMILES	esBAF inh	Xi reactivation	EWS-Fli block	E-selectin induc	FN deposition inh	RAD54 branch	RAD52 anneal inh	S100A4 MyoIIA
O=C(/C=C/c1cccc(C(F)(F)F)c1)OCC(=O)N1CCN(c2ccccc2)CC1	0	0.2	-5	-0.5	2	-1	-1	-10
COC(=O)c1cc(C)[nH]c2c(C)cc3nc4ccccc4c3c12	-2	0.0	7	15	6	3	4	-6
c1ccc(CCCN2CCN(c3ccccn3)CC2)cc1	-4	0.1	-11	0.1	4	-13	3	-3
N#C/C(=C/c1ccc(-c2ccccc2[N+](=O)[O-])o1)C(N)=O	x	0.0	-1	x	-7	x	-36	2
OCC[C@@H]1C[C@@H](O)[C@H](O)[C@@]2(Cc3ccccc3CO2)O1	2	0.0	11	4.7	1	-1	-8	1
CCOc1ccc(NC(=O)CN(C)C(=O)c2sccc2-c2ccccc2)cc1OCC	-1	-0.1	-3	-1.3	x	1	-10	3
COc1ccccc1C=CC(=O)C=Cc1ccccc1OC	38	0.9	39	-0.3	4	-6	-9	0
CC(/C=N/Nc1nnc(C)c(=O)[nH]1)=C\c1ccccc1	-8	x	-57	x	x	-3	-11	0
COc1cc2c(cc1OC)CN(c1ccc([N+](=O)[O-])cc1C#N)CC2	x	0.0	-1	1.3	4	x	-8	2
N#C[C@H]1[C@@H](c2ccc(C#Cc3ccc(F)cc3)cc2)[C@H](CO)N1C(=O)C1CC1	0	0.1	-13	0.0	3	-3	-38	-11
C[C@@H]1CN([C@@H](C)CO)C(=O)c2cc(Br)cnc2O[C@H]1CN(C)S(=O)(=O)c1ccccc1	1&0&-5	0.2&-1.1	3&-12&-6	-0.1&-0.2	-1	-5&-7	-16&17&6	-2&7&6
CCOC(=O)C1CCN(C(=O)c2ccc(NS(=O)(=O)c3ccc4[nH]c(=O)[nH]c4c3)cc2)CC1	-6	-1.1	1	-0.2	x	0	-14	1
Cc1ccc(-c2nc(C#N)c(NCCCn3ccnc3)o2)cc1	x	0.0	-62	1.7	11	x	-15	0
O=C(CCc1c[nH]c2ccccc12)NC(Cc1ccccc1)C(=O)O (stereo not given)	-5	0.0	14	-0.1	-3	-3	-5	-2
COc1cccc(C#Cc2ccc3c(c2)O[C@@H](CN(C)C(=O)CN2CCOCC2)[C@@H](C)CN([C@H](C)CO)S3(=O)=O)c1	6	0.2	2	0.3	7	-11	-6	3
CC(C)(Oc1ccc(Br)cc1Cl)C(=O)Nc1ccon1	x	0.0	x	-0.6	x	7	0	0
Cc1ccc(C2CC(c3cccs3)=NN2C(=O)CSc2nc(=O)n3cc(C)ccc3n2)cc1 (stereo not given)	0	-0.1	3	x	23	x	1	-1
O=c1[nH]c2cc([N+](=O)[O-])c([N+](=O)[O-])cc2[nH]c1=O	-2	0.4	11	x	7	-5	-31	1
O=C(NCc1ccccc1)c1cnsn1	-4	x	1	x	x	0	-12	-2
COc1ccc(-c2cc(=O)[nH]c(N3CCN(Cc4ccccc4)CC3)n2)cc1	-2	0.0	-3	x	-11	-16	-8	-8
O=C(COC(=O)C1CCN(/C=C/C(=O)C(F)(F)F)CC1)Nc1ccccc1	x	0.0	9	6.8	-2	x	-37	0
CCCN(C)C[C@@H]1Oc2cc(C#Cc3cccnc3)ccc2S(=O)(=O)N([C@@H](C)CO)C[C@H]1C	6	-0.3	24	0.0	x	8	-62	-3
CN(C)CC(=O)N1[C@H](CO)[C@H](c2ccccc2)C12CN(C(=O)c1cccc(F)c1)C2	x	0.0	-1	0.3	x	x	-1	-12
N#C/C(=C(/O)c1ccc(Cl)c([N+](=O)[O-])c1)c1nc2ccccc2[nH]1	-8	0.6	12	-0.2	3	13	3	u
C[C@H]1CN([C@@H](C)CO)C(=O)c2cc(N(C)C)ccc2O[C@H]1CN(C)Cc1ccncc1	0	-1.1	3	x	-7	10	-4	-17
Cc1ccc2[nH]c(=O)c(CN(CCCO)S(=O)(=O)c3c(C)ccc4nsnc34)cc2c1	-1	x	0	x	x	6	-4	1
Cc1ccc(C(=O)N2CCN(c3ccc(N4CCOCC4)nn3)CC2)cc1	x	0.2	1	0.0	3	x	-10	-6
COCCN(CCOC)Cc1c(O)ccc2c1O/C(=C\c1ccc(C)o1)C2=O	x	0.0	-10	0.0	3	x	-343	2
COCc1cc(C)nc(SCc2ccccc2)c1C#N	2	0.2	12	0.3	6	-13	2	-4
CC1CCN(C(=O)c2ccccc2NS(=O)(=O)c2ccccc2)CC1	x	0.3	-7	-1.7	3	17	-19	2
Cc1cc(CNC(=O)COc2c(F)c(F)cc(F)c2F)c2ccccc2n1	1	0.2	19	x	-2	-1	-10	2
CC(=O)Nc1ccc(NC(=S)NC(=O)c2ccc(-c3ccccc3)cc2)cc1	18	0.2	-9	0.5	-8	-3	-6	-8
COc1ccccc1NC(=S)N/N=C/c1ccc(O)cc1	x	0.1	1	-0.2	0	x	-11	-1
O=C(C1CC(=O)N(C2CCCC2)C1)N1CCN(c2cccc(C(F)(F)F)c2)CC1 (stereo not given)	-3	0.3	12	-0.2	2	-10	-13	3
O=C(NC1CCCCC1)C1CC(=O)N(Cc2ccccc2)C1 (stereo not given)	2	0.2	x	x	-4	6	3	-1
N#Cc1ccc(Cl)cc1NC(=O)CNCc1cccs1	0	0.0	7	x	1	-3	-3	1
O=C(N/N=C/c1ccc(O)c(O)c1)c1cccc(S(=O)(=O)N2CCCC2)c1	x	-0.7	24	0.3	x	-12	-6	-8
Cc1ccn(CC(=O)N2CCCC(C(=O)c3cccc4ccccc34)C2)n1 (stereo not given)	1	0.1	-8	x	x	-13	-6	1
CCOc1ccccc1NC(=O)c1ccc2c(c1)C(=O)N(CC1CCCO1)C2=O (stereo not given)	-6	-0.1	13	x	-2	0	-10	0
COc1ccc(N(C(C)C(=O)N/N=C/c2ccc(OC(C)C)cc2)S(C)(=O)=O)cc1 (stereo not given)	-5	x	2	x	x	6	9	5
Cc1[nH]c2ccccc2c1C(=O)C(=O)N1CCOCC1	7	0.4	x	-0.1	x	6	1	3
CCn1c(=O)c(C(=O)CN(C)CC(=O)Nc2cccc(F)c2)c(N)n(Cc2ccccc2)c1=O	6	0.4	6	x	18	-12	-55	0
COc1cccc(N2CC(=O)N(NC(=O)c3sc4nc(C)cc(C)c4c3N)CC2=O)c1	x	0.2	-5	-0.1	-11	x	-18	3
CCOC1=C2CN(S(=O)(=O)c3ccccc3)[C@H](c3ccccc3)C[C@H]2n2c(=O)n(-c3ccccc3)c(=O)n2C1	9	0.1	-12	0.5	1	-2	0	2
O=C(NC(=S)N1CCCCCC1)c1ccccc1	x	0.2	x	0.1	x	-14	-23	-2
COCC(=O)Nc1ccc2c(c1)C(=O)N(C)[C@@H]1CC[C@@H](CC(=O)NCC3CC3)O[C@@H]1CO2	-3	-0.1	6	0.1	-8	-7	6	6
CN(C)C(=O)[C@@H]1[C@@H](CO)[C@@H]2Cn3c(ccc(C4=CCCCC4)c3=O)[C@@H]2N1C(=O)c1ccccc1F	0	-0.1	-7	0.1	x	-4	5	1
C[C@H](CO)N1C[C@H](C)[C@@H](CN(C)Cc2ccc(-c3ccccc3)cc2)Oc2ccc(NS(C)(=O)=O)cc2C1=O	-4	-0.8	-3	0.5	0	-5	0	4
COC(=O)[C@@]12C[C@@H](CC(=O)NCCCCc3ccccc3)C(=O)N(Cc3ccccc3)C1=CCC(C)(C)C2	x	0.5	4	-0.3	0	x	1	-2
COc1ccccc1-c1cn(CC[C@@H]2CC[C@H](NC(=O)C3CCOCC3)[C@H](CO)O2)nn1	1	-0.2	1	2.6	x	0	-20	0

Full records from above. Order of values: esBAF inh, Xi reactivation, EWS-Fli block, E-selectin induc, FN deposition inh, RAD54 branch, RAD52 anneal inh, S100A4 MyoIIA
`CCn1c(=O)c(C(=O)CN(C)CC(=O)Nc2cccc(F)c2)c(N)n(Cc2ccccc2)c1=O` is listed as 6, 0.4, 6, x, 18, -12, -55, 0
`COc1ccc(N(C(C)C(=O)N/N=C/c2ccc(OC(C)C)cc2)S(C)(=O)=O)cc1` (stereo not given) is listed as -5, x, 2, x, x, 6, 9, 5
`COCC(=O)Nc1ccc2c(c1)C(=O)N(C)[C@@H]1CC[C@@H](CC(=O)NCC3CC3)O[C@@H]1CO2` is listed as -3, -0.1, 6, 0.1, -8, -7, 6, 6
`Cc1ccn(CC(=O)N2CCCC(C(=O)c3cccc4ccccc34)C2)n1` (stereo not given) is listed as 1, 0.1, -8, x, x, -13, -6, 1
`CN(C)C(=O)[C@@H]1[C@@H](CO)[C@@H]2Cn3c(ccc(C4=CCCCC4)c3=O)[C@@H]2N1C(=O)c1ccccc1F` is listed as 0, -0.1, -7, 0.1, x, -4, 5, 1

Three compounds already listed, sorted by the value under esBAF inh, largest number first:
structure,esBAF inh,RAD52 anneal inh,S100A4 MyoIIA
CCOC1=C2CN(S(=O)(=O)c3ccccc3)[C@H](c3ccccc3)C[C@H]2n2c(=O)n(-c3ccccc3)c(=O)n2C1,9,0,2
COCC(=O)Nc1ccc2c(c1)C(=O)N(C)[C@@H]1CC[C@@H](CC(=O)NCC3CC3)O[C@@H]1CO2,-3,6,6
CCOc1ccccc1NC(=O)c1ccc2c(c1)C(=O)N(CC1CCCO1)C2=O (stereo not given),-6,-10,0

Compound activity as filed in PubChem BioAssay.
